Screening data as filed in PubChem BioAssay.
SNCA expr inhib: inhibitors of alpha-synuclein (SNCA) gene expression; HEK-293 SNCA-luciferase knock-in, luminescence, 24 h; AID 1671194; 140,000 compounds, 0.17% hits; Potency, µM (highest dose often 57.2 µM), for inactives: at the top dose activity change, negative = inhibition, most hits filed as inhibitors;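 further: potency means the concentration at half of the fitted maximal effect; plate controls were DMSO cells for no effect and cell-free wells for full effect; nearly all actives have a fitted effect of over 45% in size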
GPT2 inh: blocks human glutamate pyruvate transaminase 2 | Q8TD30 | Recombinant GPT2, coupled pyruvate oxidase/HRP Amplex Red fluorescence | Potency, µM (doses to about 57.7 µM), for the others: at the highest dose activity change, negative = inhibition, usual class: inhibitors | 100,000 compounds, 0.25% hits; further: potency means the concentration at half of the fitted maximal effect; nearly all actives have a fitted effect of over 60% in size; many of its hits are not listed in these tables
Target sequence (Q8TD30 whole entry, looked up): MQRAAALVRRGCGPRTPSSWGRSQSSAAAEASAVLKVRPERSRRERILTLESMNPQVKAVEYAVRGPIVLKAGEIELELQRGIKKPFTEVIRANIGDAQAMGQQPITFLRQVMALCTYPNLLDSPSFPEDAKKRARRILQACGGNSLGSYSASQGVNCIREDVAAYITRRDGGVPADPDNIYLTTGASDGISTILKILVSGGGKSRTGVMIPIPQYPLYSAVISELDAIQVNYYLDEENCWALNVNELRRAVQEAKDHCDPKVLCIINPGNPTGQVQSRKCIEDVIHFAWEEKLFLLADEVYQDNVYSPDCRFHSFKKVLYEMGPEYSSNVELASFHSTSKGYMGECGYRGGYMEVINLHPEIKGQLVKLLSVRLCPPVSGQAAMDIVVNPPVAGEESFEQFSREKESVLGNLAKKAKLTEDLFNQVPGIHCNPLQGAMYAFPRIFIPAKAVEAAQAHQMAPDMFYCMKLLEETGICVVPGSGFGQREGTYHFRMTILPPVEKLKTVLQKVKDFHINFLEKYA
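Recombinant GPT2 (10ng/uL) with 250uM a-KG and 2mM L-alanine, 30 min at room temperature, in HEPES pH 7.5 buffer. Pyruvate detected by pyruvate oxidase/HRP/Amplex Red fluorescence after 30 min in the dark; AOA (50uM) as positive control.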
IP6K1 inhibitor: inhibitors of human IP6K1 | Q92551 | IP6K1 kinase, ADP-Glo luminescence, 2 h; active compounds read low | activity change, % (series mostly up to about 58 µM) | 140,000 compounds, 0.81% hits | AID 1645851; in the data active means activity change below about -25%
Target sequence (Q92551 whole entry, looked up): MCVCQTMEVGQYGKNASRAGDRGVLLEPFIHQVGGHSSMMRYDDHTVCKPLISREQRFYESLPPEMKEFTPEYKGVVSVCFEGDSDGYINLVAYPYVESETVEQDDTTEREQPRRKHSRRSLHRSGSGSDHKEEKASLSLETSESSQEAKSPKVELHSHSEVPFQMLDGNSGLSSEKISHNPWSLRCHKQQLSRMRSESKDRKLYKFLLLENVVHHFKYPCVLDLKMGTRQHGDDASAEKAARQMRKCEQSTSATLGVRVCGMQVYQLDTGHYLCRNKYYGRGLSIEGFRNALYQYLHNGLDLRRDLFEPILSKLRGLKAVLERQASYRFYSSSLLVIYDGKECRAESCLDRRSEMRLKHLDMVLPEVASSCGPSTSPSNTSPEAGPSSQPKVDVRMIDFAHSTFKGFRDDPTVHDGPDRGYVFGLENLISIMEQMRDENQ
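ADP-Glo luminescence measures ADP made by human IP6K1 during a 2 h RT reaction with ATP/IP6 (mix at 1.3 mM/130 uM); top library doses 57.5 and 19.1 uM final.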
HEK cytotox: cytotoxic compounds in HEK 293 cells; HEK 293 viability, ATP luminescence (CellTiter-Glo), 48-72 h; Potency, µM (doses to about 115 µM), inactives show at the top dose activity change, negative = cytotoxicity, usual class: inhibitors; 94,000 compounds, 6.6% hits; further: potency means the concentration at half of the fitted maximal effect; nearly all actives have a fitted effect of over 60% in size
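Read-out: CellTiter-Glo ATP luminescence. Cells: HEK 293, 250 cells/well. Exposure: 48 or 72 hr, 37 degree Celsius.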
NIH3T3 tox: NIH 3T3 cell cytotoxicity | NIH 3T3 viability, CellTiter-Glo ATP luminescence, 48-72 h | Potency, µM (highest dose often 96.7 µM), inactives show at the top dose activity change, negative = cytotoxicity, usual class: inhibitors | 94,000 compounds, 4.3% hits | AID 1345082; further: potency means the concentration at half of the fitted maximal effect; nearly all actives have a fitted effect of over 55% in size
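NIH 3T3 cells at 400 cells/well received 23 nL of compound by pintool and were incubated 48 or 72 h at 37 °C. Viability was read as ATP-coupled CellTiter-Glo luminescence.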
FLuc inh: Photinus pyralis luciferase inhibition. purified P. pyralis luciferase, luminescence, biochemical. Potency, µM (top dose mostly 115 µM), without a hit: at the highest dose activity change, negative = inhibition, most hits filed as inhibitors. 76,000 compounds, 2.5% hits. AID 1347043; further: potency means the concentration at half of the fitted maximal effect; nearly all actives have a fitted effect of over 65% in size
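Purified 10nM P. pyralis luciferase with 10uM D-luciferin and 10uM ATP in 50mM Tris acetate pH 7.5, 10mM Mg acetate, 0.01% Tween-20, 0.05% BSA. qHTS titration; luminescence read by CCD imager.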
SNCA viab count: reduces viability of HEK-293 SNCA reporter cells; 150,000 compounds, 0.12% hits; HEK-293-SNCA-luc viability, GF-AFC fluorescence, 24 h; Potency, µM (titrated, usually from 57.1 µM), without a hit: at the top dose activity change, negative = cytotoxicity, actives largely listed as cytotoxic;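 further: potency means the concentration at half of the fitted maximal effect; 0% = DMSO-treated cells and -100% = medium-only wells without cells; nearly all actives have a fitted effect of over 30% in size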
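Cytotoxicity counterscreen: after 24 h compound treatment of genome-edited SNCA-luciferase HEK-293 cells, live-cell protease substrate GF-AFC read by fluorescence after 30 min; activity scaled between DMSO (0%) and medium-only (-100%), curves Hill-fitted.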
* marks the source's active call; other numbers are inactive results; i = inactive; ? = inconclusive; · = not tested or not shown; [ ] = dose if it differs, or a comment. Unless noted, the call rests on the fitted dose curve; in most records, active means well fitted curve in the direction sought with a large enough effect; inconclusive means small, poorly fitted or top-dose-only effect, or another doubt; inactive means no such curve, though single readings can be large; an effect the other way counts as inactive or inconclusive. Unless noted, on the % scale 0 is the no-effect control and ±100 the full control effect. Some of the compounds tested (hit frequency here may not be typical).

1) O=C1C(O)=C(O)C(=O)C(O)=C1O
2) O=C1NC2(CCN(C(=O)c3ccccn3)C2)Oc2ccccc21 (stereo not drawn)
3) CN1CC(=O)N(C2CCCNCC2)Cc2c1ncnc2N1CCN(c2ncccn2)CC1 (stereo not drawn)
4) C=CC[C@@H]1C=C(C)C[C@H](C)C[C@H](OC)[C@H]2O[C@@](O)(C(=O)C(=O)N3CCCC[C@H]3C(=O)O[C@H](C(C)=C[C@@H]3CC[C@H](O)[C@H](OC)C3)[C@@H](C)[C@@H](O)CC1=O)[C@@H](C)C[C@@H]2OC
5) CCC(=O)N1CCc2cc(S(=O)(=O)CCC(=O)N3CCN(c4ccc(C(C)=O)cc4)CC3)ccc21
6) O=C(CNC(=O)c1ccc(-c2cnc3ccccc3c2)cc1)NCc1ccc(C(F)(F)F)cc1
7) O=C1CCN(C(=O)C2CCN(C(=O)NC3CCCCC3)CC2)CCCCCCN1
8) CN(C)CCN(C(=O)c1ccco1)c1nc2c(F)cc(F)cc2s1
assay / entry | 1 | 2 | 3 | 4 | 5 | 6 | 7 | 8
GPT2 inh | i | i | -25.7% | -44.0% | · | i | i | ·
FLuc inh | · | -4.5%[172 µM] | · | · | · | · | 0.9% | ·
IP6K1 inhibitor | -15.7 | 7.7 | -5.0 | · | -8.2 | -0.1 | -10.4 | -1.9
NIH3T3 tox | · | -15.7%[138 µM] | i | · | · | -20.2% | -11.3% | ·
SNCA expr inhib | -31.8%[25.6 µM] | -4.0%[87.6 µM] | ? | 39.3%[activator] | 7.8% | 26.7% | 8.7% | 22.6%
HEK cytotox | · | -8.4%[172 µM] | i | · | · | -11.7% | 0.0% | ·
SNCA viab count | -20.6%[23.9 µM] | -8.8%[87.6 µM] | 1.3% | -17.7% | 1.7% | -0.7% | 8.9% | -3.6%

9) O=[S+]([O-])(c1cccc(C(F)(F)F)c1)N1CCn2c(nnc2-c2ccncc2)C1
10) COCCN1CC(CO)C2(CCN(Cc3cccc(C#N)c3)CC2)C1 (stereo not drawn)
11) O=C(c1ccc(C(F)(F)F)cc1)N1CCCC2(CC(c3cccnc3)=NO2)C1 (stereo not drawn)
12) CC(C)c1cc(C(=O)NCCc2noc(C3CCCO3)n2)nc2ncnn12 (stereo not drawn)
13) O=C(N1CCCC1)N1CCN(c2cc(Cl)ncn2)C(=O)C1
14) CCOCCn1nc(C)cc1-c1nc(-c2ccc(C)nn2)no1
15) COc1ccc(CN2CC3(CCN(C(=O)c4cc(-c5ccc(F)cc5)n[nH]4)CC3)C2=O)cc1
16) CCCn1c(C)cnc1C1CCN(S(=O)(=O)c2cc(OC)ccc2OC)C1 (stereo not drawn)
assay / entry | 9 | 10 | 11 | 12 | 13 | 14 | 15 | 16
GPT2 inh | i | i | ? | -4.6%[11.5 µM] | 1.8% | -28.5% | -1.9% | -3.8%
FLuc inh | · | 3.8% | · | 5.0% | · | -0.7% | -4.3% | 0.4%
IP6K1 inhibitor | 2.0 | 2.3 | -1.5 | -16.7 | 16.1 | -12.5 | 11.4 | 0.3
NIH3T3 tox | -1.1% | -10.7% | -24.2% | 2.4% | ? | 4.9% | ? | i
SNCA expr inhib | 2.1% | -19.4% | -3.0% | 1.9% | -14.5% | -7.6% | -17.2% | -21.6%
HEK cytotox | 1.1% | ? | -32.4% | 1.2% | -1.6% | 2.9% | 89.1µM* | -0.2%
SNCA viab count | 9.4% | -5.9%[12.5 µM] | -1.0% | -2.4% | -1.1% | 4.2% | -1.8% | 5.2%

17) COc1cc(NC(=O)NCCc2c(C)nn(C)c2C)cc(OC)c1OC
18) CCOC(=O)Cn1nc(N2CCN(c3ccc(F)cc3)CC2)ccc1=O
19) CC1CN(C(=O)N2CCC(C(=O)NC3CCCCCC3)CC2)c2ccccc2O1 (stereo not drawn)
20) COc1ccc(C(=O)N2CCC3(CC2)C(OC)C(=O)N3c2cccc(F)c2)cn1 (stereo not drawn)
21) O=[S+]([O-])(NCC1CN(Cc2ccncc2Cl)CC12CN(c1ccccc1)C2)c1ccccc1 (stereo not drawn)
22) CCOc1ccc(C(=O)NCCc2sc3nc(-c4ccc(Cl)cc4)nn3c2C)cc1OCC
23) CCN1C(=O)C2CC3(CCN(C(=O)c4cnccc4C)CC3)CN2C1=O (stereo not drawn)
24) COCc1ccc2c(c1)c(OC(C)(C)C(=O)N1CCN(C)CC1)nn2Cc1ccccc1
assay / entry | 17 | 18 | 19 | 20 | 21 | 22 | 23 | 24
GPT2 inh | · | · | · | i | i | · | -24.0% | -5.9%[88.5 µM]
FLuc inh | · | · | · | 0.1% | -11.8% | · | -4.9% | -0.3%[172 µM]
IP6K1 inhibitor | 11.2 | -15.8 | 9.1 | -2.6 | -10.0 | -8.1 | 0.4 | -9.3
NIH3T3 tox | · | · | · | -2.9% | ? | · | -7.7% | ?
SNCA expr inhib | 1.6% | ? | 5.2% | 0.4% | -26.7% | 20.8% | -11.6% | ?
HEK cytotox | · | · | · | -5.4% | ? | · | -15.3% | ?
SNCA viab count | 3.3% | -0.3% | -17.3% | 8.3% | -4.4% | 13.7% | -6.8% | -14.1%[87.6 µM]

Compound profiles, as listed above. Order of screens: GPT2 inh, FLuc inh, IP6K1 inhibitor, NIH3T3 tox, SNCA expr inhib, HEK cytotox, SNCA viab count
`CCOC(=O)Cn1nc(N2CCN(c3ccc(F)cc3)CC2)ccc1=O` in the list: ·, ·, -15.8, ·, ?, ·, -0.3%
`CCN1C(=O)C2CC3(CCN(C(=O)c4cnccc4C)CC3)CN2C1=O` (stereo not drawn) in the list: -24.0%, -4.9%, 0.4, -7.7%, -11.6%, -15.3%, -6.8%
`O=[S+]([O-])(NCC1CN(Cc2ccncc2Cl)CC12CN(c1ccccc1)C2)c1ccccc1` (stereo not drawn) in the list: i, -11.8%, -10.0, ?, -26.7%, ?, -4.4%

Carrying on.
25) CC(C)N1CC2CCC(C1)N2Cc1ccc(-c2ccsc2)cc1
26) Cc1cc(F)ccc1NC(=O)CCS(=O)(=O)c1cccc2nsnc12
27) Cc1noc([C@H]2CCN(Cc3ccsc3)C[C@H]2NC(=O)C2CC2)n1
28) O=C(NCCc1ccc(Cl)cc1)c1c2c(nc3ccccc13)C(=O)N(C1CCCCC1)C2
29) Cc1ccccc1NC(=O)CN1C(=O)NC2(CCC(C(C)(C)C)CC2)C1=O (stereo not drawn)
30) COc1ccc(NS(=O)(=O)c2ccc(NC(=O)N3CCCC3)cc2)cc1
31) CCCCc1nn(CC(=O)N2CCC(c3ccccc3)CC2)c(=O)n1CC
32) CCCCN1CCN(C(=O)C2CCCN(c3cnn(Cc4ccccc4)c(=O)c3)C2)CC1 (stereo not drawn)
assay / entry | 25 | 26 | 27 | 28 | 29 | 30 | 31 | 32
GPT2 inh | -8.9% | · | i | · | i | · | -3.1% | 0.1%
FLuc inh | · | · | -6.0% | · | 5.9% | · | 5.6% | 3.7%
IP6K1 inhibitor | 12.7 | 16.3 | 28.1 | 16.2 | 9.8 | -6.2 | -3.4 | 14.4
NIH3T3 tox | ? | · | -10.3% | · | -11.9% | · | -23.0% | -15.4%
SNCA expr inhib | -14.7% | 3.7% | -16.4% | 21.1% | -5.3% | 23.3% | -14.6% | 25.7%
HEK cytotox | ? | · | -8.9% | · | -28.2% | · | -13.3% | ?
SNCA viab count | -8.7% | 2.5% | 10.5% | 5.4% | -1.8% | -12.0% | -0.6% | 10.4%

33) O=C(Cn1ccn2nc(-c3ccc(F)cc3)c(CO)c2c1=O)N1CCCc2ccccc21
34) COc1ccc(C(=O)CCC(=O)Nc2ccccc2C)cc1
35) O=C(C1CN(c2ccccc2)C(=O)N1)N1CCOCC1 (stereo not drawn)
36) CCNC(=O)c1cccnc1OC1CCN(C(=O)c2cc(C)ccc2C)C1 (stereo not drawn)
37) Cc1ccc(NC(=O)CSc2nc3ccc(NC(=O)c4cccc(Cl)c4)cc3s2)c(C)c1
38) COc1ccc(CN2C(=O)COC[C@H]2C(=O)Nc2cc(F)cc(F)c2)cc1OC
39) C=C(C(=O)OC)[C@@H]1CC=C2C=CC(=O)[C@H](C)[C@@]2(C)C1
40) COc1ccc(CCNC(=O)c2cc(=O)c3cc(C)c(C)cc3o2)cc1OC
assay / entry | 33 | 34 | 35 | 36 | 37 | 38 | 39 | 40
GPT2 inh | ? | · | i | i | · | i | -21.6% | ·
FLuc inh | -8.6% | · | 3.2%[172 µM] | -0.3% | · | 8.1% | · | ·
IP6K1 inhibitor | 17.9 | -9.1 | 10.5 | 14.3 | -0.4 | 13.0 | 19.5 | -18.3
NIH3T3 tox | ? | · | 3.6%[138 µM] | i | · | -14.4% | · | ·
SNCA expr inhib | -15.0% | 29.8% | -6.9%[87.6 µM] | ? | 4.1% | -10.5% | · | 93.6%[activator]
HEK cytotox | ? | · | -4.3%[172 µM] | -4.6% | · | -5.3% | · | ·
SNCA viab count | ? | 7.4% | -7.6%[87.6 µM] | 1.2% | -3.1% | 1.0% | -8.5% | 5.4%

Look-ups from the entries so far.
Entry of #7 in SNCA expr inhib: 8.7%
Entry of #2 in SNCA expr inhib: -4.0%[87.6 µM]
Entry of #12 in NIH3T3 tox: 2.4%
Entry of #40 in SNCA expr inhib: 93.6%[activator]
Entry of #11 in SNCA expr inhib: -3.0%

The results go on:
41) Cc1cccc(N2CCN(C(=O)CS(=O)(=O)c3cccc4nsnc34)CC2)c1C
42) C[C@]12CCC[C@](C)(C(=O)O)C1CCC13CC(CO)C(CCC12)C3 (stereo partly drawn)
43) CCOC(=O)c1sc(NC(=O)/C=C/c2ccc(C(C)C)cc2)c(C(=O)OCC)c1C
44) COc1ccccc1NC(=O)CN(c1ccc(C(C)C)cc1)S(=O)(=O)c1c(C)noc1C
45) COC[C@@H]1CN(C(=O)c2ccc3ncccc3c2)C[C@H]1c1ccccn1
46) Oc1c(C(c2ccc(Cl)cc2)N2CCC3(CC2)OCCO3)sc2nc(-c3ccco3)nn12 (stereo not drawn)
47) Cc1nc([C@@H]2CN(C(=O)CCCc3nc4ccccc4s3)C[C@H]2C(N)=O)n[nH]1
48) Oc1ccc(/C=C/c2nc(-c3ccccc3O)n(-c3ccccc3)n2)c(O)c1
assay / entry | 41 | 42 | 43 | 44 | 45 | 46 | 47 | 48
GPT2 inh | · | i | · | · | 1.6% | · | 0.1% | ·
FLuc inh | · | · | · | · | 2.6% | · | -19.5% | ·
IP6K1 inhibitor | -3.7 | 7.4 | 20.2 | -14.1 | 13.3 | 8.1 | 0.9 | 21.7
NIH3T3 tox | · | · | · | · | -6.4% | · | -2.3% | ·
SNCA expr inhib | ? | · | -3.4% | -25.7% | -3.4% | -10.6% | 11.8% | -17.1%
HEK cytotox | · | · | · | · | 2.6% | · | -7.3% | ·
SNCA viab count | -11.0% | -1.8% | 4.3% | 21.1% | -7.4% | 2.7% | 8.1% | ?
